mcGAS inh – cyclic GMP-AMP synthase inhibitors, mouse, primary biochemical chemiluminescence; AID 1259399, 2018; 160,000 compounds, 0.15% hits; Q8C6L5; recombinant cGAS, Kinase-Glo ATP depletion luminescence; inhibition, % at 12.5 µM;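 further: 0% = negative control wells and 100% = reference inhibitor with no enzyme activity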
NPYLR7 agonist – agonists of mosquito NPYLR7 receptor, primary screen, cell-based, Aedes aegypti, calcium fluorescence, mosquito biting behavior; Aedes aegypti neuropeptide Y-like receptor 7 (NPYLR7); 270,000 compounds, 0.15% hits; HEK293T NPYLR7/Galpha15, GCaMP6s calcium fluorescence; activation, % at 10 µM; AID 1259423, 2018; in the data active means activation above about 40%;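 further: 0% = vehicle and 100% = reference agonist at the receptor; some compounds past the cut are filed as inactive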
hcGAS inh – Primary biochemical luminescence assay for human cyclic GMP-AMP synthase inhibitors; Q8N884; recombinant h-cGAS, ATP depletion, Kinase-Glo luminescence; AID 1259398, 2018; inhibition, % at 12.5 µM; 290,000 compounds, 0.081% hits;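 further: 0% = vehicle reaction and 100% = reaction without DNA for no activity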
Target sequence (Q8N884 whole entry, looked up): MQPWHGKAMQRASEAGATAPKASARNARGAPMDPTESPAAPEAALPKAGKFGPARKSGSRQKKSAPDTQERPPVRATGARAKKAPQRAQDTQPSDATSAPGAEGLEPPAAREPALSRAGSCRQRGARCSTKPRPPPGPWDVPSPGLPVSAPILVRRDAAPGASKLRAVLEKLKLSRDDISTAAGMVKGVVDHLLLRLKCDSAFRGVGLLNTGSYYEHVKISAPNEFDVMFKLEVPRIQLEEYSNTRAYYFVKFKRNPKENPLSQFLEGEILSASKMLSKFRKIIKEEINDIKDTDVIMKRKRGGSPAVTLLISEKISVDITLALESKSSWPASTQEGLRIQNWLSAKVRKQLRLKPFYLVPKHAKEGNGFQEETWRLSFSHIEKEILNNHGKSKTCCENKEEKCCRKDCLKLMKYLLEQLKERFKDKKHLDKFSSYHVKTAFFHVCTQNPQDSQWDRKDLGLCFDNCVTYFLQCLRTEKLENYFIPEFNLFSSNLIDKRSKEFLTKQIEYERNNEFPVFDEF
Numbers without * were called inactive; / = not tested or not shown; & = joins results of further samples. Unless noted, no stated cut-off is given here; in the data, active means inhibition above about 40%; inactive means the rest.

Second line of a record: mcGAS inh	NPYLR7 agonist	hcGAS inh
Cc1cc(C)c2cc(C(=O)Nc3ccc(N4CCOCC4)cn3)[nH]c2c1
  /	-4	-9
Cc1nc(/C=C/C(=O)N2CCN(CC(F)(F)F)C(C)(C)C2)cs1
  /	0	2
CC(C#N)Sc1nnc(Nc2cccc(Br)c2)s1 (stereo unspecified)
  /	1	-6
Cc1ccc2c(c1)C1C[N+](C)(C)CCC1N2C(=O)c1ccc(F)cc1 (stereo unspecified)
  /	0	-9
CCOc1ccc2nc(N3CCCN(Cc4ccc5c(c4)OCCO5)CC3)nc(C)c2c1
  -12	19	-7
CCCc1cc(=O)n2[nH]c(NCc3ccccc3OC)nc2n1
  /	21	3
CN(C)S(=O)(=O)NC1CCCN(c2ccc(C#N)cc2F)C1 (stereo unspecified)
  /	-2	-15
COc1ccc(OCCSc2ccc(Cl)cc2[N+](=O)[O-])cc1
  -5	0	-2
CC(C)C(CNC(=O)c1ccc2nnnn2c1)N(C)C (stereo unspecified)
  /	-3	-5
O=C(NC1CC1)c1cc2n(n1)CCN(Cc1cccc(Cl)c1)C2=O
  -4	9	-4
CSc1ccc(NC(=O)c2ccc3c(c2)NC(=O)CCS3)cc1
  /	-1	0
COc1ccc(-c2ccc3c(c2)COC2(CCN(C(=O)c4cc(F)ccc4C)CC2)O3)c(OC)c1
  -2	2	-3
O=C(c1cccc2ccccc12)N1CCN(C(c2ccccc2)c2ccc(F)cc2)CC1 (stereo unspecified)
  -9	13	-11
CCC/C(=N\Nc1ccc(Cl)cc1)c1cnnc(SC)n1
  /	-7	9
Cc1nc(N2CCCCC2)ncc1-c1cc(=O)[nH]c(N2CCN(c3ccccc3)CC2)n1
  /	-2	0
Cc1c(C(=O)OC(C)C(N)=O)oc2ccc(Cl)cc12 (stereo unspecified)
  /	3	-2
Cc1c(-c2cc(C(=O)N3C[C@@H]4[C@H](C3)[C@H]3CC[C@@H]4O3)no2)cnn1C
  /	5	-3
CCC1CCC2(CC1)NC(=O)N(CC(=O)N1CCC(c3c[nH]c4ccccc34)CC1)C2=O (stereo unspecified)
  /	-3	8
CCn1cc(CN2CCC(CNC(=O)c3cccc(O)c3)C2)c(C)n1 (stereo unspecified)
  -13	8	-3
Cc1c(C(=O)OC2CCCCCCC2)[nH]c2c1C(=O)CCC2
  /	-6	-2
O=C1CC(NCCC2=CCCCC2)C(=O)N1c1ccc(-c2nc3ccccc3o2)cc1 (stereo unspecified)
  4	-12	1
CCOC(=O)c1nc(NCc2ccco2)nc(N)c1[N+](=O)[O-]
  /	15	-7
COc1ccc(C(=O)NCCCNC(=O)[C@H]2CCCN2C(=O)c2ccc(Cl)cc2)cc1
  -4	19	-5
COc1cccc(-c2cc(C(=O)N3CCN(c4ccccc4OC)CC3)nc3cc(C(C)(C)C)nn23)c1
  -9&-6	-5&19	-9&-3
CCc1nc2n(n1)C(=O)C(C(c1cccc(Cl)c1)N1CCC(C(N)=O)CC1)S2 (stereo unspecified)
  -8	4	-10
C=C(C)Cn1c(C(=O)N2CCN(C(=O)c3ccccc3)C(C)C2)cc2ccsc21 (stereo unspecified)
  -5	7	-4
CCOC(=O)c1ccc(NC(=O)CSc2nnc(NC(=O)C(CC)CC)s2)cc1
  -3	0	-8
O=S(=O)(c1ccc(Cl)c(NC(=S)Nc2ccc3c(c2)OCO3)c1)N1CCOCC1
  -2	6	-2
Cc1c(C(=O)NCCC(c2ccccc2)c2ccccc2)cc(-c2ccc(Cl)cc2)n1-c1ccc2c(c1)OCO2
  -5	16	-5
CC(C)C(Cn1ccnc1)NC(=O)C1(c2ccccc2F)CC1 (stereo unspecified)
  -12	-6	-3
COc1ccc(-n2nc(-c3ccc(C)c(C)c3)cc2C(=O)NCc2cccc(C(F)(F)F)c2)cc1
  -7	/	-10
CCOC(=O)C1CCCN(C(=O)C2=CCCC2)C1 (stereo unspecified)
  -7	/	-10
Cc1ccc(C(C)C)c(OCC(=O)NNC(=O)c2ccc[nH]c2=O)c1
  -1	0	0
CCCS(=O)(=O)Nc1ccc(N(C)C)c(CN(C(=O)C(CC)c2ccccc2)C2CC2)c1 (stereo unspecified)
  -8	15	-3
CCCCC/C=C\CC(O)/C=C/c1cccc(CC(O)CCCCO)n1 (stereo unspecified)
  0	4	8
O=C(O)C1(Cc2ccc(F)cc2)CCCN(CC2CC2)C1 (stereo unspecified)
  -17	11	-8
CC(C)C1CN(C(=O)NCc2cccc(-n3cncn3)c2)CCS1 (stereo unspecified)
  /	-21	3
O=C(NC1CCCCC1)N1CCN(C(=O)c2cc(-c3ccccc3)nc3ccccc23)CC1
  /	-8	-6
COc1ccc(CCN(Cc2ccc(C)o2)C(=O)CN(C(=O)c2ccc(F)cc2)C2CC2)cc1OC
  -3	0	0
CCc1cnc(C)nc1-c1cnc2ccccc2c1
  /	13	-1
CC(C)OCCCNC(=O)c1ccc(-c2ccc(F)c(F)c2)s1
  -7	-3	-8
COc1cccc(-c2ccc3c(c2)N(Cc2ccc(F)cc2)C(=O)C(C)S3)c1 (stereo unspecified)
  /	8	-1
Cc1cc(C(=O)N2CCN(Cc3ccc(-c4noc(-c5cccs5)n4)cc3)CC2)no1
  -1	-3	-3
Cc1ccsc1CN(Cc1ccccc1)C(=O)CN(CCN1CCCC1)C(=O)Nc1c(Cl)cccc1Cl
  -4	/	-1
O=C1O[C@@H]2[C@H]3[C@@H]([C@H]1C[C@H]2O)N(CC1CCCCC1)C(=S)N3CC1CCCCC1
  -7	-8	-7
CCc1cc(=O)[nH]c(-n2nc(C)cc2NC(=O)c2ccc(-c3ccccc3)cc2)n1
  -7	9	-10
O=C(c1ccc(CO)o1)N1CCCCC1CCc1cccc(O)c1 (stereo unspecified)
  /	1	-4
CCCCC1=NC2(CCN(C(=O)C(NC(C)=O)C(C)C)CC2)C(=O)N1 (stereo unspecified)
  /	5	-4
Cn1cnnc1SCC(=O)Nc1ccccc1[N+](=O)[O-]
  -5	-1	-1
CC(C)c1ccc(C2=NC(C)(CC(=O)NC3CC3)ON2C)cc1 (stereo unspecified)
  /	-4	5

Remaining list, next part.
Second line of a record: mcGAS inh	NPYLR7 agonist	hcGAS inh
O=C(COC(=O)CSCc1ccc(F)cc1)NC1CCCC1
  /	3	-11
CCn1c(SCc2ccc(C(=O)NCc3ccco3)cc2)nnc1-c1ccc(C)cc1
  -9	24	-2
CC(=O)c1c(N2CCCCC2)nc(=S)n(-c2ccccc2)c1C
  /	6	-5
CC(Cc1ccc(N(C)C)cc1)NS(=O)(=O)N1CCCCCC1 (stereo unspecified)
  -11	5	0
CCC(=O)Nc1cccc(C(=O)NCc2nnc(C)o2)c1
  -8	-2	-1
COc1cccc(NC(=O)c2cccnc2Nc2cccc(C(F)(F)F)c2)c1
  -3	13	-5
COCc1c(C(=O)NCC2(N3CCOCC3)CCCC2)cnn1-c1nccc(-c2cccs2)n1
  -12	16	-7
COc1ccccc1-n1cc(-c2ccnc(N(C)Cc3cnccn3)n2)cn1
  /	3	-6
Cc1ccsc1-c1cc(C(=O)O)cc(S(=O)(=O)N2CCOCC2)c1
  /	1	-2
Oc1ccc2cc(Br)ccc2c1CN1CCCC1
  /	0	-5
Cc1ccc(Cl)cc1-n1c(C)cn2c3c(=O)n(CCN4CCOCC4)c(=O)n(C)c3nc12
  /	3	-10
Cc1cnc2c(c1)NC(=O)CN2C(=O)CCc1ccc(OC(F)F)cc1
  /	6	-7
Cc1ccc(-c2nc(OCC(C)C)nn2-c2ccc(NC(=O)C3C[C@H]3c3ccccc3)cc2)cc1 (stereo partly specified)
  -4	18	-2
O=C(COCCc1ccccc1)NS(=O)(=O)c1ccc(F)cc1
  /	10	-6
Cc1ccsc1-c1cn(CC2(Cn3ccnc3C)CC2)nn1
  /	25	-9
O=C1OC(/C=C\c2cccc([N+](=O)[O-])c2)=NC/1=C/c1ccco1
  /	-1	2
CCc1nc2c(OCCc3cccc(OC)c3)cccn2c1N(C=O)Cc1ccc(OC)cc1
  -4	0	-6
O=C(N=Nc1c(O)[nH]c2ccc(F)cc12)c1cccnc1
  -5	7	3
CC(=O)Nc1cccc(NC(=O)c2ccc(C)c(C)c2)c1C
  /	0	-1
C=CCn1c(N2CCN(Cc3ccc(Cl)cc3)CC2)nc2c1c(=O)[nH]c(=O)n2C
  3	-6	-2
CCN(CCn1cccn1)C(=O)[C@H](N)c1ccccc1
  /	-5	-7
CCCCc1ccc(N=Cc2nc(-c3ccc(Cl)cc3)oc2O)cc1
  3	-13	6
Cc1cccc2sc(NNC(=O)c3cc(=O)c4ccccc4o3)nc12
  -4	5	-2
Cc1ccc(C)c(Cn2c(=O)c3c(nc4n3CCN4c3cc(C)ccc3C)n(C)c2=O)c1
  /	1	-6
CCOC(=O)C(=O)c1csc(NC(=O)c2ccco2)n1
  -6	-12	-5
Cn1c(=O)n(CC=Cc2ccccc2)c(=O)c2c1nc1n2CCCN1Cc1ccccc1
  -1	1	0
Cc1ccccc1-c1ccc(N2CCC(C(=O)N3c4ccccc4CC3C)CC2)nn1 (stereo unspecified)
  -2	-8	3
CN1CCN(C(CC(=O)Nc2cccnc2)C(=O)O)CC1 (stereo unspecified)
  -10	19	-5
O=C1CC(c2nc3ccccc3n2CCc2ccccc2)CN1c1ccccc1 (stereo unspecified)
  -2	2	-12
COc1ccc(-n2cc(CNCCc3cccnc3)c(-c3cccc(F)c3)n2)cc1
  -4	0	-3

Reprinted at random: five entries already listed
Second line of a record: mcGAS inh	NPYLR7 agonist	hcGAS inh
CCCCc1ccc(N=Cc2nc(-c3ccc(Cl)cc3)oc2O)cc1
  3	-13	6
Cc1cccc2sc(NNC(=O)c3cc(=O)c4ccccc4o3)nc12
  -4	5	-2
Cc1ccccc1-c1ccc(N2CCC(C(=O)N3c4ccccc4CC3C)CC2)nn1 (stereo unspecified)
  -2	-8	3
CN1CCN(C(CC(=O)Nc2cccnc2)C(=O)O)CC1 (stereo unspecified)
  -10	19	-5
O=C1CC(c2nc3ccccc3n2CCc2ccccc2)CN1c1ccccc1 (stereo unspecified)
  -2	2	-12

Arranged by SMILES length (lowest first): 6 of the compounds above.
Second line of a record: mcGAS inh	NPYLR7 agonist	hcGAS inh
CCOC(=O)C(=O)c1csc(NC(=O)c2ccco2)n1
  -6	-12	-5
Cc1cccc2sc(NNC(=O)c3cc(=O)c4ccccc4o3)nc12
  -4	5	-2
O=C1CC(c2nc3ccccc3n2CCc2ccccc2)CN1c1ccccc1 (stereo unspecified)
  -2	2	-12
COc1ccc(-n2cc(CNCCc3cccnc3)c(-c3cccc(F)c3)n2)cc1
  -4	0	-3
Cn1c(=O)n(CC=Cc2ccccc2)c(=O)c2c1nc1n2CCCN1Cc1ccccc1
  -1	1	0
Cc1ccc(C)c(Cn2c(=O)c3c(nc4n3CCN4c3cc(C)ccc3C)n(C)c2=O)c1
  /	1	-6

2 of the compounds above, tab-delimited.
SMILES	mcGAS inh	NPYLR7 agonist	hcGAS inh
COCc1c(C(=O)NCC2(N3CCOCC3)CCCC2)cnn1-c1nccc(-c2cccs2)n1	-12	16	-7
COc1ccccc1-n1cc(-c2ccnc(N(C)Cc3cnccn3)n2)cn1	/	3	-6

More structures:
Second line of a record: mcGAS inh	NPYLR7 agonist	hcGAS inh
Cc1cc(-c2ccccc2)nc2cc(C(=O)N3CCCc4ccccc43)nn12
  -9	-5	-1
O=C(Cc1cccs1)Nc1ccc(C(=O)Nc2nccs2)cc1
  2	-7	-3
CCC(C)NC(=O)c1snc(C(=O)NCC(C)C)c1N (stereo unspecified)
  /	-3	-3
CCC(c1cccnc1)N(C)C(=O)c1ccnc(C(C)C)n1 (stereo unspecified)
  /	22	-7
CCCCC(=O)Nc1ccc2sc(N(CC)CC)nc(=O)c2c1
  -4	/	16
O=C(CN1CN(c2ccccc2)C2(CCN(C(=O)c3ccc(C(F)(F)F)cc3)CC2)C1=O)NCCc1ccc(Cl)cc1Cl
  -4	15	-3
Cc1ccc(-n2nc(C(C)C)c(C(=O)N3CCOCC3)c2C(C)C)cc1
  -4	6	-3

Compound activity as filed in PubChem.
